# High-throughput results deposited in PubChem BioAssay by National Center for Advancing Translational Sciences (NCATS).
# NPC1 prom act – activators of NPC1 promoter; Huh7 NPC1 promoter luciferase reporter, 24 h; Potency, µM (top dose mostly 9.22 µM), without a hit: at the top dose activation, hits mostly activators; hit rate 2.4% among 320,000; AID 485313;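 also: % of control where 0% means no effect; nearly all actives have a fitted effect of over 60% in size; reporter is driven by a mutant NPC1 promoter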
#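 Cells: Huh7 expressing luciferase under the NPC1 promoter, 1500/well. Seeded 2 h, compound added, incubated 24 h at 37 °C. Luciferase reagent, 10 min ambient, then luminescence.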
# Rab9 promoter act – activators of Rab9 promoter; Huh7 Rab9 promoter-luciferase reporter, luminescence, 24 h; Potency, µM (top dose mostly 9.22 µM), for inactives: at the highest dose activation, negative = inhibition, hits mostly activators; hit rate 2.8% among 320,000; also: % of control where 0% means no effect; nearly all actives have a fitted effect of over 60% in size
#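 Using Huh7 cells stably transfected with Rab9 promoter–luciferase, compounds were incubated 24 h at 37 °C, 5% CO2; luciferase luminescence was read 10 min after reagent addition.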
# MBNL1 CUG block – MBNL1-poly(CUG) RNA binding inhibition; Q9NR56; TR-FRET MBNL1-His/biotin-(CUG)12 binding, 665/545 ratio; Potency, µM (titrated, usually from 57.5 µM), without a hit: top-dose activity change, negative = inhibition, usual class: inhibitors; hit rate 0.036% among 280,000; active = well fitted inhibition curve with a large enough effect in the signal ratio, with a control signal flat, not every such curve was filed as active; inconclusive = small, poorly fitted or top-dose-only effect, or effect the other way, or a change in a side signal; inactive = no such curve, though single readings can be large or run the other way; the % refers to the signal ratio; also: % is scaled to controls: 0 for no effect and ±100 for the full control effect
# Target sequence (Q9NR56 whole entry, looked up): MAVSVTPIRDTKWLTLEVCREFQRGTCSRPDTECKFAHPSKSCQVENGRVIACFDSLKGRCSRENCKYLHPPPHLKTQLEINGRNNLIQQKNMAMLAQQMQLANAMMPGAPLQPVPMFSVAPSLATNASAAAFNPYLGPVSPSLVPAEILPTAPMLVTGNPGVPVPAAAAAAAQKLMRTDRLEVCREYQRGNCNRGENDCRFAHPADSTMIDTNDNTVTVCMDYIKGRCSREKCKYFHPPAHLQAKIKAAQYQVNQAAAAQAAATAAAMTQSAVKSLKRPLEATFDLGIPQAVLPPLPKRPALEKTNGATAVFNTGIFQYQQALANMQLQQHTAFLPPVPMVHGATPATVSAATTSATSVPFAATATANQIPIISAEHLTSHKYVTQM
#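 Ratiometric TR-FRET (665 over 545 nm, excitation 340 nm) tracks disruption of MBNL1-His/biotin-(CUG)12 complex after 60 min at room temperature, with compounds at 92 nM to 58 uM final.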
# MLL CXXC-DNA inh – inhibitors of human MLL CXXC domain-DNA interaction | Potency, µM (series often up to 115 µM), for inactives: top-dose activity change, negative = inhibition, actives largely listed as inhibitors | MLL-CXXC / FITC-HOXA9 DNA fluorescence polarization | hit rate 0.037% among 290,000 | AID 2662; active = well fitted inhibition curve with a large enough effect in the polarisation, with a control signal flat, not every such curve was filed as active; inconclusive = small, poorly fitted or top-dose-only effect, or effect the other way, or a change in a side signal; inactive = no such curve, though single readings can be large or run the other way; the % refers to the polarisation
#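 Steps: dispense CXXC domain solution (7 uM) → pin compounds or unlabeled HOX-A9 DNA control → 5 min ambient → add FLSN-HOX-A9 solution (50 nM) → spin → 30 min ambient → fluorescence polarization. Tris pH 7.5/NaCl/DTT/BSA buffer.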
# ELG1 genotoxic – inducers of genotoxicity in HEK293T ELG1-luciferase cells; hit rate 1.3% among 330,000; AID 504466; HEK293T ELG1-luciferase reporter, luminescence, 16 h; Potency, µM (doses to about 46 µM), for inactives: top-dose activity change, positive = activation, usual class: activators; also: % of control where 0% means no effect; nearly all actives have a fitted effect of over 60% in size
#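 Reporter readout depends on ELG1 protein level, which increases with genetic stress. After 16 hr compound exposure at 37 °C, luciferase activity was quantified using ONE-Glo.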
# VP16 counter – counter-screen for ROR gamma inhibitors: Gal4-VP16 reporter. AID 2546. Potency, µM (titrated, usually from 53.6 µM), for inactives: at the top dose activity, negative = inhibition, actives largely listed as inhibitors. hit rate 3.5% among 310,000. Drosophila S2 Gal4-VP16 UAS-luciferase, luminescence, 20 h;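 also: Gal4-VP16 expression switched on by copper sulfate through the metallothionein promoter; % is scaled to controls: 0 for no effect and ±100 for the full control effect; nearly all actives have a fitted effect of over 50% in size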
# BRCA1 expr act – BRCA1 expression activation; AID 624202; MCF7-BRCA1-FFLuc reporter, luminescence, 48 h; response scale: scaled: vehicle 0%, 10 µM genistein 100%; hit rate 1.1% among 380,000; Potency, µM (highest dose often 46.1 µM), for inactives: at the top dose activation, most hits filed as activators; also: nearly all actives have a fitted effect of over 80% in size; some results filed as inactive show a strong effect at the top dose
#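 First, MCF7-BRCA1-FFLuc cells (2000/well) attach for 2 h; next, compounds are pin-added and incubated 48 h at 37 °C; finally, luciferase reagent is added and luminescence read after 15 min.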
# uPA generation – cell surface uPA generation inhibition | cell surface uPA generation assay, qHTS | AID 540303 | Potency, µM (titrated, usually from 38.3 µM), for the others: at the highest dose activity change, negative = inhibition, actives largely listed as inhibitors | hit rate 0.31% among 330,000; active = well fitted inhibition curve with a large enough effect; inconclusive = small, poorly fitted or top-dose-only effect; inactive = no such curve, though single readings can be large or run the other way; tested in mouse RAW 264.7 cells; also: % is scaled to controls: 0 for no effect and ±100 for the full control effect; nearly all actives have a fitted effect of over 55% in size
# p53 reactivator – re-activators of mutant p53; AID 504706; Potency, µM (highest dose often 92.2 µM), for inactives: at the highest dose activity change, positive = activation, actives largely listed as activators; hit rate 0.063% among 320,000; H1299 p53-A138V BP100-luciferase reporter, luminescence, 24 h; also: % of control where 0% means no effect; nearly all actives have a fitted effect of over 45% in size
#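 H1299 (p53-null), stable ts p53-A138V + BP100-Luc; 1000 cells/well, Opti-MEM/10% FBS; cpd 4 pt, 1:5; 24 h, 37 deg C, 5% CO2; detection reagent 10 min RT; luminescence.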
# RORg inh – blocks mouse ROR gamma transcriptional activity; hit rate 5.4% among 310,000; Potency, µM (top dose mostly 53.6 µM), for the others: top-dose activity change, negative = inhibition, usual class: inhibitors; Drosophila S2 Gal4-RORgamma UAS-luciferase reporter, 20 h; also: % is scaled to controls: 0 for no effect and ±100 for the full control effect; nearly all actives have a fitted effect of over 60% in size
#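 Drosophila Schneider cells stably carrying a metallothionein-driven Gal4 DBD–ROR gamma fusion and a UAS-Photinus luciferase reporter were exposed to compound for 1 hr, then induced with copper sulfate (700 uM final) for 20 hr at ambient temperature before luminescence reading.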
# FLuc counter – inhibits or activates purified firefly luciferase, miR-21 counter-screen; P08659; purified FLuc, Km substrates, luminescence inhibition; hit rate 6.9% among 360,000; Potency, µM (series often up to 57.5 µM), for inactives: at the top dose activity change, negative = inhibition, usual class: inhibitors;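 also: plate controls were vehicle for no effect and reference inhibitor for full effect; nearly all actives have a fitted effect of over 55% in size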
# Target sequence (P08659 whole entry, looked up): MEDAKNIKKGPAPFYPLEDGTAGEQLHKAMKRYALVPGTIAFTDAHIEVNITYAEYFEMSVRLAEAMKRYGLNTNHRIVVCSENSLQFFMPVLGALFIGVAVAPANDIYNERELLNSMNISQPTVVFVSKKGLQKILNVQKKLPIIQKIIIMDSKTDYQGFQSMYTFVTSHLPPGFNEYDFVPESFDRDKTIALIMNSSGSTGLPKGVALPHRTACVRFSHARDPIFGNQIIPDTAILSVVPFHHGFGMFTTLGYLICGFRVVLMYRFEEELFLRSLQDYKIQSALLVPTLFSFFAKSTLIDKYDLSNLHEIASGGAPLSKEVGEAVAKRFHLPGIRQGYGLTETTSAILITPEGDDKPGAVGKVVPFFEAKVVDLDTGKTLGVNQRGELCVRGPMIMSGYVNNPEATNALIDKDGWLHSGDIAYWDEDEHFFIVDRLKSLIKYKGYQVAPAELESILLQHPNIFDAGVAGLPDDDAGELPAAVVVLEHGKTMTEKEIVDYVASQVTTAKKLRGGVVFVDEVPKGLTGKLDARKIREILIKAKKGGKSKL
#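 Biochemical qHTS of compounds, final roughly 60 µM downward over six points, against 10 nM purified firefly luciferase using Km concentrations of substrates (10 uM D-luciferin, 10 uM ATP) in Tris acetate pH 7.5 buffer; luminescence output.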
# * = called active by the depositor; ? = inconclusive; / = no result given; [ ] = dose if it differs, or a comment. Unless noted, calls follow the shape of the dose curve; as a rule, active = well fitted curve in the direction sought with a large enough effect; inconclusive = small, poorly fitted or top-dose-only effect, or another doubt; inactive = no such curve, though single readings can be large; an effect the other way counts as inactive or inconclusive. Potency is read from the fitted curve at half-maximal effect.
SMILES,NPC1 prom act,Rab9 promoter act,MBNL1 CUG block,MLL CXXC-DNA inh,ELG1 genotoxic,VP16 counter,BRCA1 expr act,uPA generation,p53 reactivator,RORg inh,FLuc counter
CCC(=O)Nc1ccc(C(=O)N/N=C/c2cc(Br)c(OC)cc2OC)cc1,-1%,-4%,3%,2%,-3%,-5%,14%,-2%,8%,0%,?
COc1cc(/C=N/NC(=O)c2cc(-c3ccccc3)nc3ccccc23)cc(OC)c1O,-5%,2%,3%,10%,-3%,0%,-16%,-7%,/,-13%,24µM*
Cn1c(C2CCCCC2)nc2ccccc21,-3%,-3%,-3%,8%,7%,?,47%,-5%,5%,11µM*,-11%
CCc1cc(-c2n[nH]c(C)c2Oc2ccc(C(C)C)cc2)c(O)cc1O,-1%,1%,0%,9%,-2%,?,-28%,4%,-4%,7.1µM*,4%
COC(=O)c1ccc(-c2nc3cc(Cl)c(N)cc3s2)cc1,0.71µM*,0.89µM*,-4%,50%[activator],?,-10%[0.365 µM],95%,-6%,37%,5µM*,0.076µM*
Cc1ccc2c(CC(=O)N3CCOCC3)coc2c1,0%,2%,0%,5%,4%,-18%[10 µM],-5%,7%,10%,-1%,0%
O=C(Cn1nnc(-c2ccccc2)n1)N/N=C/c1cccc([N+](=O)[O-])c1O,-4%,1%,1%,-4%,-5%,?,-54%,-13%,2%,1.8µM*,-18%
CC(=O)c1cccc(N(CC(=O)N2CCOCC2)S(C)(=O)=O)c1,1%,-1%,2%,3%,0%,4%,3%,15%,2%,-21%,1%
O=C(NCc1cccnc1)c1cc(-c2ccccc2)on1,29%,?,0%,3%,21µM*,16%,61%,-21%,24%,19%,?
Cc1cccc(-c2c(NC(=O)c3ccco3)oc3c(C)cccc3c2=O)c1,15%,-2%,-14%,-4%,-9%,3%,5%,-9%,1%,-20%,-2%
O=C(NCCc1ccccc1)c1noc2c1CCc1ccccc1-2,17%,?,-4%,6%,8%,-13%,?,/,?,2%,-16%
COc1ccc(N2CCN(C(=O)C3CCCN3S(=O)(=O)c3cccc4nsnc34)CC2)cc1 (stereo not given),-2%,-1%,?,21%,0%,4%,-1%,12%,-6%,5%,4%
Nc1nc(NCc2ccccc2)nc(NCc2ccccc2)c1[N+](=O)[O-],1%,-5%,7%,13%,2%,-3%,-3%,22%,-14%,-11%,3%
O=C(CN1CCCCC1)N/N=C/c1ccc(Cl)cc1,-1%,7%,-4%,2%,3%,6%,0%,18%,17%,-12%,-13%
CCN(Cc1ccccc1)C(=O)Cn1cc2c(n1)CCCC2,-3%,0%,-4%,1%,8%,20%,4%,14%,1%,-8%,7%
Cc1cccc(OCC(O)CN2C(C)(C)CC(O)CC2(C)C)c1 (stereo not given),/,/,-2%,-2%,/,1%,0%,-1%,/,-4%,2%
Cc1cccc(NS(=O)(=O)c2cc3c4c(c2)C(C)C(=O)N4CCC3)c1 (stereo not given),-2%,-9%,2%,3%,-2%,5%,-21%,2%,-8%,39%,1%
Cc1cc(C)c2[nH]c(=O)c(=O)[nH]c2c1,0%,0%,?,-4%,1%,-3%,3%,2%,0%,-27%,-4%
CCOc1ccc(S(=O)(=O)NCCC(=O)NCCc2ccc(C(C)C)cc2)cc1,-4%,0%,/,/,5%,/,-31%,-8%,-5%,/,0%
Cc1ccccc1Oc1cc(-n2ncc(Cl)c(Cl)c2=O)ncn1,-33%[inhibitor],-46%[inhibitor],/,-2%,-8%,3.2µM*,-106%[inhibitor],2.2µM*,-21%,1.1µM*,-5%
COc1ccc(C2=NN(C(=O)c3cccs3)C(O)(C(F)(F)F)C2)cc1 (stereo not given),1%,-4%,-1%,-4%,-6%,5%,0%,-10%,4%,?,?
O=C(N/N=C/c1cccc([N+](=O)[O-])c1)c1cccs1,?,?,?,-2%,?,?,13µM*,-1%,?,-27%,8.5µM*
CN(Cc1ccon1)Cc1cn(C)nc1-c1ccc(Oc2ccccc2)cc1,-6%,-4%,1%,-17%,-5%,1%,-37%,1%,-3%,4%,2%
COc1ccc(Cl)cc1NC(=O)CN(C)C(=O)Cc1ccc2c(c1)CCC2,2%,9%,-6%,6%,-11%,-3%,-18%,3%,7%,19%,0%

# Single records (already shown). Order of values: NPC1 prom act | Rab9 promoter act | MBNL1 CUG block | MLL CXXC-DNA inh | ELG1 genotoxic | VP16 counter | BRCA1 expr act | uPA generation | p53 reactivator | RORg inh | FLuc counter
# `CCc1cc(-c2n[nH]c(C)c2Oc2ccc(C(C)C)cc2)c(O)cc1O` reads -1% | 1% | 0% | 9% | -2% | ? | -28% | 4% | -4% | 7.1µM* | 4%
# `CCN(Cc1ccccc1)C(=O)Cn1cc2c(n1)CCCC2` reads -3% | 0% | -4% | 1% | 8% | 20% | 4% | 14% | 1% | -8% | 7%

# (next part)
SMILES,NPC1 prom act,Rab9 promoter act,MBNL1 CUG block,MLL CXXC-DNA inh,ELG1 genotoxic,VP16 counter,BRCA1 expr act,uPA generation,p53 reactivator,RORg inh,FLuc counter
COC(=O)c1ccc2c(c1)N(C)C(=O)CS2,0%,-1%,-13%,5%,14%,-16%,0%,/,-2%,-20%,-1%
COc1cccc(NC(=O)c2ccc(NC(C)=O)cc2)c1,18%,?,-3%,7%,?,19%,94%,-5%,3%,28%,?
COc1cccc(/C=C2\SC(=O)N(CC(=O)NCCCn3ccnc3)C2=O)c1,3%,-1%,?,?,5%,5%,37%,2%,23%,-1%,24µM*
CCOc1ccc(N(C)S(=O)(=O)c2cc(-c3cc(C)no3)ccc2C)cc1,-17%,0%,-1%,0%,-6%[9.26 µM],-17%,-27%,?,2%,28%,-2%
COc1ccc2[nH]c(=O)c(CN(Cc3ccc4c(c3)OCO4)C(C)=O)cc2c1,-7%,-7%,-4%,-6%,0%,-1%,-1%,-1%,-11%,38%,-1%
Cc1ccc(NC(=O)c2ccc3c(c2)S(=O)(=O)c2ccccc2C3=O)cc1S(=O)(=O)N1CCOCC1,-13%,-3%,28%,-12%,-1%,0%,-1%,-4%,-4%,-1%,-1%
Nc1nc(-c2ccco2)nn1C(=O)c1ccccc1Cl,-1%,-5%,-8%,91%[activator],19%,-2%[10 µM],1%,1%,1%,-45%,4%
N#CC1=C(N)Oc2cc(N)ccc2C1c1ccc(F)cc1F (stereo not given),-19%,-1%,13%,-1%,-4%,-5%,-36%,-7%,0%,-10%,2%
O=C(c1cnn2c1NC(c1ccc(Br)cc1)CC2C(F)(F)F)N1CCN2CCCC2C1 (stereo not given),-1%,12%,-12%,-1%,2%,-11%,6%,-15%,6%,19%,-1%
O=C(COC(=O)c1ccccc1SCC(=O)N1CCCC1)Nc1ccccc1C(F)(F)F,1%,-2%[1.84 µM],-3%,2%,1%,-21%,4%,0%,-1%,-1%,2%
COc1ccc(CN2C(=O)c3cccc4cccc2c34)cc1F,0%,0%,20%,14%,8%,4%,-40%,-4%,-1%,4%,-3%
O=[N+]([O-])C(C1CCS(=O)(=O)C1)C1CCS(=O)(=O)C1 (stereo not given),-1%,3%,-9%,0%,-2%,-3%,24%,-1%,-4%,9%,1%
CCNc1ccc(C(=O)NN=C2CCCC2)cc1[N+](=O)[O-],-17%,-1%,/,11%,-13%,-19%,-18%,/,-6%,?,-3%
CC(C)CC(=O)Nc1ccc2c(c1)nc(CCN1CCOCC1)n2C,0%,-6%,-4%,0%,0%,-1%,-18%,16%,22%,17%,-1%
COC(=O)[C@@H]1CCCN1C(=O)c1ccc(OC2CCN(Cc3ccccn3)CC2)cc1,-1%,6%,-4%,2%,0%[9.26 µM],-6%,39%,-2%,0%,-10%,-3%
Cc1ccc(C(=O)NC2CCCc3ccccc32)cc1[N+](=O)[O-] (stereo not given),-4%,2%,17%,-1%,-7%,-23%,-51%,?,5%,7%,-9%
Cc1ccc(CSc2nc3ccccc3c(=O)[nH]2)cc1,10%,16%,-7%,2%,19%,25%[10 µM],?,0%,7%,39%,-17%
Cc1c(C(=O)Nc2cccc(F)c2)cnn1-c1ccccc1,1.6µM*,1.4µM*,-3%,32%,?,?,?,-2%,/,?,6µM*
COc1cc(/C=N/N2CCN(Cc3ccc(C)cc3)CC2)cc(OC)c1O,-2%,-1%,0%,?,-2%,-7%,-12%,4%,9%,?,0%
O=C(c1ccc(COc2ccccc2Br)o1)N1CCCCCC1,11%,18%,-2%,21%,?,-9%,1%,-10%,17%,-16%,?
Cc1ccc(OC(=O)c2ccc3nc(C)sc3c2)cc1,0.79µM*,0.63µM*,20%,-1%,2.9µM*,-13%,0%,-6%,13%,-11%,2.4µM*
COC(=O)N(NC(=O)C(O)(c1ccccc1)c1ccccc1)c1ccccc1,-5%,-2%,-1%,8%,-10%,3%,-22%,2%,-11%,-32%,0%

# Some of the compounds tested; rates above refer to the full screens.
